Bioassay records deposited in PubChem by Johns Hopkins Ion Channel Center.
KCNQ2 inh: KCNQ2 potassium channel inhibitors, primary screen, cell-based, CHO-K1, FluxOR thallium flux, B-score (AID 2156). O88943. 20 min; active compounds read low. B-score at 10 µM. 310,000 compounds, 1.1% hits;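 active means fluorescence ratio B-score at most minus 3 library SDs, with starting brightness B-score within 2 library SDs, cut at about -5.5 in these data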
Kir21 block: blocks the mouse Kir2.1 inward-rectifier potassium channel. HEK293-Kir2.1, FluxOR thallium flux fluorescence; active compounds read low. B-score at 10 µM. 310,000 compounds, 0.85% hits. AID 1672;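 active means fluorescence ratio B-score at or below minus 3 SD of library scores, with starting-brightness B-score within 2 SD, cut at about -4.2 in these data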;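 further: channel flux triggered by added potassium and thallium sulfate stimulus; B-score of peak minus minimum fluorescence over baseline after thallium stimulus; more negative B-score means stronger Kir2.1 block with less thallium influx; some compounds called inactive have numbers as strong as hits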
Target sequence (P35561 whole entry, looked up): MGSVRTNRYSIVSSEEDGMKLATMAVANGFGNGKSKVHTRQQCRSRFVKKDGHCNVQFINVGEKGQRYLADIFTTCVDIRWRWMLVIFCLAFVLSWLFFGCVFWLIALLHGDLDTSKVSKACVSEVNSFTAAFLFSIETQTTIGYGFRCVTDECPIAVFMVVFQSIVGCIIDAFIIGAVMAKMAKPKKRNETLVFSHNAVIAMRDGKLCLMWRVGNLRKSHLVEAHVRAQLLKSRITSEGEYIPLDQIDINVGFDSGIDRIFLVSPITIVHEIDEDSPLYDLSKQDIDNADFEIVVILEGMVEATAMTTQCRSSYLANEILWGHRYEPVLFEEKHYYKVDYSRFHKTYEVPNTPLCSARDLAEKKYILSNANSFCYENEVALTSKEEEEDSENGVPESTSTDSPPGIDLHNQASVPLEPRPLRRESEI
CHT block: inhibitors of human choline transporter CHT; Q9GZV3; CHT-expressing cells, membrane potential dye, choline response; active compounds read low; B-score at 10 µM; 310,000 compounds, 0.86% hits; AID 488975;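 active means B-score over 3 SD under the library average, and starting fluorescence ratio not unusually high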;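 further: choline stimulus applied at its EC90 after an EC20 pre-addition; B-score computed on integrated fluorescence ratio after choline addition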
Target sequence (Q9GZV3 whole entry, looked up): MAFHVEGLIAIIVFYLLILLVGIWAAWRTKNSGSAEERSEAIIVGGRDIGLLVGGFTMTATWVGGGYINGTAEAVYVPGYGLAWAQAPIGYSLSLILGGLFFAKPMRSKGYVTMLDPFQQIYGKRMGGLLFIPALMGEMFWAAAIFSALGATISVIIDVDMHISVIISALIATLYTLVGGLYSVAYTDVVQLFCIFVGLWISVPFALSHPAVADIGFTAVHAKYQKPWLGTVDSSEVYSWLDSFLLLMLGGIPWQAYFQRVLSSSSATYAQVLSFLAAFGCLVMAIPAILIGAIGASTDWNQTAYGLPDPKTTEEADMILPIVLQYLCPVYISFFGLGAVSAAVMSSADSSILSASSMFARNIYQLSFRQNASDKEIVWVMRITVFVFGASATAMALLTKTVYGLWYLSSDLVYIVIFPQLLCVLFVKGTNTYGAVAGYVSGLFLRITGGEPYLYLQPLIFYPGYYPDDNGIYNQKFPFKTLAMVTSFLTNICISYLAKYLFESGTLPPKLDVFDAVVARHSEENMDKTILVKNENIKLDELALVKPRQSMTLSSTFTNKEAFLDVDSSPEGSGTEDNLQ
Active calls of the source: *; i = inactive; . = not tested or not shown.

Kir21 block,KCNQ2 inh,CHT block,Compound
-0.08,i,i,O=C(C[n+]1ccn(CCCNP2(=O)C=C(c3ccccc3)OC(c3ccccc3)=C2)c1)c1cccs1
-1.2,i,i,Cc1cc(C)nc(SCc2nc3nc(C)cc(C)n3c2Br)n1
2.1,i,i,OCCNCCCCOc1ccc(F)cc1
0.35,i,i,CS(=O)(=O)N1CCc2cc(C(=O)O)ccc21
-1.1,i,i,O=C(Nc1ccc2c(c1)OCO2)C1CCN(S(=O)(=O)c2cccs2)CC1
-0.67,i,i,Cc1nc2ccccc2c(=O)n1CCCN1CCOCC1
0.08,i,i,N#Cc1ccc(Cn2c(=O)oc3ccccc32)cc1
0.55,i,i,COc1ccc(NC(=S)NN2C(C)CCCC2C)cc1 (stereo not given)
0.85,i,i,CCCCCCN(C(=O)CCCCCN1C(=O)NC(c2ccc(-c3ccccc3)cc2)C(C(=O)OCc2ccccc2)=C1C)C(C)C(=O)NCCCC (stereo not given)
1.9,i,i,O=C(Cn1cc(C(=O)COc2ccccc2)c2ccccc21)NCc1ccco1

Three entries already listed, sorted by formula weight, rising.
Kir21 block,KCNQ2 inh,CHT block,Compound
0.08,i,i,N#Cc1ccc(Cn2c(=O)oc3ccccc32)cc1
-1.2,i,i,Cc1cc(C)nc(SCc2nc3nc(C)cc(C)n3c2Br)n1
1.9,i,i,O=C(Cn1cc(C(=O)COc2ccccc2)c2ccccc21)NCc1ccco1

Additional records
Kir21 block,KCNQ2 inh,CHT block,Compound
2.2,i,i,O=C(NC1(C(F)(F)F)C(=O)Nc2c1c(=O)[nH]c(=O)n2-c1ccccc1)c1ccncc1 (stereo not given)
-0.52,i,i,COc1ccc(/C(O)=C2/C(=O)C(=O)N(CCN(C)C)C2c2ccc(C)cc2)cc1Cl (stereo not given)
0.76,i,i,CC1=CS/C(=C(/C#N)C(=O)N2CCCCC2)N1c1ccccc1
0.71,i,i,C#CCNC(=O)C1=C[C@H](c2ccc3c(c2)OCO3)[C@@H](CCCO)[C@H](OCC)O1
-0.53,i,i,O=C(NCCCCc1ccccc1)Nc1cccc(F)c1
0.7,i,i,COC(=O)c1ccc(CNC(=O)COC(=O)COc2ccc(OC)cc2)cc1
0.47,i,i,Cc1nc(SCC(N)=O)c([N+](=O)[O-])[nH]1
0.99,i,i,C=CCn1c(N2CCCCCC2)nc2c1c(=O)n(C)c(=O)n2C
-0.72,i,i,O=C(OCC(O)COC(=O)c1cccnc1)c1cccnc1
0.66,i,i,Cc1ccc(S(=O)(=O)N(C)c2ccc(C(=O)Nc3ccc(C)cn3)cc2)cc1

Part of the list above, reformatted.
Molecule	Kir21 block	KCNQ2 inh	CHT block
Cc1nc(SCC(N)=O)c([N+](=O)[O-])[nH]1	0.47	i	i
C=CCn1c(N2CCCCCC2)nc2c1c(=O)n(C)c(=O)n2C	0.99	i	i
O=C(OCC(O)COC(=O)c1cccnc1)c1cccnc1	-0.72	i	i

New compounds follow:
Kir21 block,KCNQ2 inh,CHT block,Compound
-0.67,i,i,O=C(O)c1cc(-c2ccccn2)n[nH]1
0.38,i,i,CCCN(C(=O)CSc1nnnn1-c1ccccc1OC)C1CCS(=O)(=O)C1 (stereo not given)
-0.29,i,i,CN(C)CCC(c1ccccc1)c1ccccn1 (stereo not given)
0.07,i,i,Cc1ccc(NC(=S)NNC(=O)CCn2cc(C)cn2)cc1
0.03,i,i,CN(C)c1ccc(C2OC(=O)C3(CCCC3)C(=O)C2(C)C)cc1 (stereo not given)
-0.2,i,i,O=[N+]([O-])c1ccccc1S(=O)(=O)NCc1ccco1
0.05,i,i,COc1cc(/C=N\NS(=O)(=O)c2ccccc2)cc(OC)c1OC
-1.8,i,i,O=C(CSC1CS(=O)(=O)c2cc([N+](=O)[O-])ccc21)NNC(=O)c1ccccc1 (stereo not given)
1.6,i,i,Cc1ccc(N2C(=O)[C@@H]3[C@H](C2=O)[C@H]2C=CC=NN2[C@@H]3C(=O)Nc2ccccc2)cc1
0.2,i,i,O=C(NCc1cccnc1)C1CCN(S(=O)(=O)c2cccnc2)CC1
-1.6,i,i,Cc1nn(CC(=O)Nc2ccccc2C(F)(F)F)c(=O)c2cccn12
-0.57,i,i,COc1ccc(CCNC(=O)C2CCN(S(=O)(=O)c3ccc4c(c3)oc(=O)n4C)CC2)cc1OC
-0.15,i,i,CSc1ccccc1NC(=O)CSc1nnc(COc2ccccc2)o1
-0.65,i,i,NC(=O)c1sc2nc3c(c(-c4cccs4)c2c1N)CCCCC3
1.2,i,i,Cc1ccc(C2c3c(oc4cc(C)c(C)cc4c3=O)C(=O)N2CCCN2CCOCC2)cc1 (stereo not given)
-0.79,i,i,Cc1ccc(C(=O)Nc2ccc3nccnc3c2)cc1
-0.68,i,i,CC(=O)NC(Cc1ccccc1)C(=O)NC(Cc1ccccc1)C(=O)O (stereo not given)
-3.4,i,i,OC(CNCC1CCCO1)COc1ccc(OCC(O)CNCC2CCCO2)cc1 (stereo not given)
-0.24,i,i,O=C(O)c1cccc(NS(=O)(=O)c2ccc3c(c2)C(=O)c2ccccc2C3=O)c1
0.08,i,i,COc1ccccc1CN(C)C(=O)c1cnc(C)cn1
-2.8,i,i,Cc1ccc(N(Cc2ccccc2O)C(=O)c2ccccc2F)cc1
-1.4,i,i,O=C(Cc1ccc(Cl)cc1)NCCS(=O)c1ccc(Cl)cc1 (stereo not given)
1.4,i,i,O=C(CNC(=O)c1ccc(Cl)cc1Cl)OCC(=O)N1CCCC1=O
1.9,i,i,CCOC(=O)N1CCN(C(=O)CSc2nc3c([nH]c4ccccc43)c(=O)n2CC)CC1
0.21,i,i,CC(=O)OCC1=C(C(=O)O)N2C(=O)C(NC(=O)c3ccc(COc4ccc(Cl)cc4)o3)C2SC1 (stereo not given)
-0.09,i,i,CCOC(=O)c1cc(/C(C)=N/OC(=O)c2ccc(Cl)cc2)on1
0.3,i,i,CCOc1cccc(N(C(=O)Cc2cccs2)C(C(=O)NC2CCCCC2)c2cccn2C)c1 (stereo not given)
-0.68,i,i,O=C(CSc1nnc(Cc2ccccc2)o1)N1CCCc2ccccc21
-0.45,i,i,O=C(Nc1ccc(C(=O)N2CCOCC2)cc1)Nc1cccc(C(F)(F)F)c1
-0.95,i,i,CCOc1ccc(OCC)c(NC(=O)CN2CCC(NC(=O)c3cccc(F)c3)CC2)c1
-0.74,i,i,O=c1c2ccccc2nnn1CSc1nnc(COc2ccc(Cl)cc2)n1Cc1ccco1
0.28,i,i,CCc1noc(C)c1C(=O)N1CCN(S(=O)(=O)c2c(C)c(C)cc(C)c2C)CC1
1.9,i,i,C=CCNC(=O)C1CC(=O)N(c2ccc(OCC(=O)Nc3ccc(CC)cc3)cc2)C1 (stereo not given)
0.13,i,i,COc1ccc(CNC(=O)CNC(=O)c2ccc(Br)o2)cc1OC
1.1,i,i,Cc1ccccc1C1CC(=O)NC2=C1C(=O)CCC2 (stereo not given)
-0.62,i,i,CN(C)c1ccc(/C=N/NC(=O)c2ccn(C)n2)cc1
0.41,i,i,CCC(CC)C(=O)N1CC(=O)Nc2ccc(Br)cc2C1c1ccccc1 (stereo not given)
1.5,i,i,CC(=Nc1ccccc1C(F)(F)F)c1ccncc1
1.2,i,i,COc1ccc(S(=O)(=O)NCC2CCCN(C(=O)c3ccccc3)C2)cc1 (stereo not given)
0.67,i,i,COc1ccccc1NCc1ccc([N+](=O)[O-])s1

Single records (already shown). Values in the order: Kir21 block | KCNQ2 inh | CHT block
Listed for `Cc1ccccc1C1CC(=O)NC2=C1C(=O)CCC2` (stereo not given) : 1.1 | i | i
Listed for `COc1ccc(NC(=S)NN2C(C)CCCC2C)cc1` (stereo not given) : 0.55 | i | i
Listed for `CC(=O)NC(Cc1ccccc1)C(=O)NC(Cc1ccccc1)C(=O)O` (stereo not given) : -0.68 | i | i
Listed for `O=C(CSC1CS(=O)(=O)c2cc([N+](=O)[O-])ccc21)NNC(=O)c1ccccc1` (stereo not given) : -1.8 | i | i
Listed for `CS(=O)(=O)N1CCc2cc(C(=O)O)ccc21` : 0.35 | i | i

The list goes on:
Kir21 block,KCNQ2 inh,CHT block,Compound
-0.91,i,i,CC1CCN(C(=O)CSc2nnc(CNC(=O)c3ccc(S(=O)(=O)N(C)C)cc3)o2)CC1
0.01,i,i,COc1ccc(CCNC(=O)c2cc(S(=O)(=O)N3CCOCC3)ccc2N2CCCC2)cc1OC
-0.1,i,i,Cc1csc(NC(=O)CSc2ncc(-c3ccccc3)[nH]2)n1
3.1,i,i,N#Cc1c(N)nc2c(c1N)CC(CCl)O2 (stereo not given)
0.59,i,i,CCCCC(=O)Nc1cc([N+](=O)[O-])ccc1Cl
-1.2,i,i,COC(=O)[C@H](Cc1ccccc1)NC(=O)NCc1cccs1
-0.05,i,i,CC(C)(C)C(=O)COC(=O)C1CC(=O)N(c2ccccc2)C1 (stereo not given)
-0.95,i,i,COc1cc(OC)cc(C(=O)N[C@H](C(=O)OCC(=O)Nc2ccc(C)cc2C)C(C)C)c1
-0.37,i,i,COc1cc(C(=O)Nc2ccc(C#N)cc2)c([N+](=O)[O-])cc1OC
-0.58,i,i,CN(CCC#N)S(=O)(=O)c1ccc2[nH]cc(C(=O)NCCc3ccccc3)c(=O)c2c1
1.1,i,i,COc1cc(N2CCOCC2)ncn1
-0.78,i,i,CC(C)(C)c1ccc(C(=O)NC(Cc2ccccc2)C(=O)O)cc1 (stereo not given)
0.25,i,i,CC(=O)c1ccc(OCc2cc(C(=O)NCCc3ccc(Cl)cc3)no2)cc1
1.3,i,i,COc1ccc(NC(=S)N(CCc2nc3cc(C)c(C)cc3[nH]2)Cc2cccnc2)cc1
-2.5,i,.,CCOC(=O)C1(C(=O)OCC)C(c2ccccc2)CC(O)N1C(C)=O (stereo not given)
-0.02,i,i,CN(CC(=O)Nc1ccc(F)cc1)C(=O)COC(=O)C1CCN(c2ccc(C(F)(F)F)cn2)CC1
-1,i,i,C=CCn1c(CC(C)(C)C)nc2ccccc21
0.02,i,i,CC(C)c1cccc(C(C)C)c1NC(=O)COC(=O)c1ccc(OCC(=O)Nc2cccc(C(F)(F)F)c2)cc1
0.01,i,i,COc1ccc(NC(=O)CSc2nnc(CCC(=O)Nc3ccc(C)c(Cl)c3)n2C)cc1
0.25,i,i,COc1ccccc1N=Nc1c(C)n[nH]c1C
-0.05,i,i,COC(=O)c1cccc(NC(=O)C(C)(C)C)c1
-0.69,i,i,COc1ccc(-c2oc3c(OC)c(OC)c(OC)c(O)c3c(=O)c2OC)cc1OC
-0.06,i,i,CCN(Cc1nc(-c2ccc(Cl)cc2)no1)CC1CCCO1 (stereo not given)
0.36,i,i,CS(=O)(=O)N(CC(=O)Nc1ccc(Br)cc1)C1CCCCC1
0.07,i,i,N/C(Cc1nc(-c2ccc(Br)cc2)cs1)=N\O
-1.3,i,i,COc1ccc(-n2nc(C(=O)NCC(=O)NCCCN3CC(C)CC(C)C3)c3ccccc3c2=O)cc1 (stereo not given)
0.22,i,i,O=C(O)c1ccccc1C(=O)NCCCn1ccnc1
-0.5,i,i,CCCCCCSc1cc(-c2nc3ccc(Cl)cn3c2NC2CCCCC2)ccc1OC
-0.54,i,i,CCOc1ccc(S(=O)(=O)Nc2ccc(S(=O)(=O)Nc3cc(OC)ccc3OC)cc2)cc1
-0.86,i,i,COc1cccc(-c2nc(CS(=O)CC(=O)NCCc3ccc(C)cc3)c(C)o2)c1 (stereo not given)
-1.3,i,.,C=CCOn1c(=O)c(-c2ccc(Cl)cc2)[n+]([O-])c2ccccc21
0.18,i,i,CC(NC(=O)/C(=C\c1cccc([N+](=O)[O-])c1)NC(=O)c1ccco1)C(=O)O (stereo not given)
-0.15,i,i,COc1cc(CNn2cn[nH]c2=S)cc(Br)c1OCc1ccccc1F
-0.16,i,i,COC(=O)c1cc(C(=O)Nc2cccc(C)n2)cc([N+](=O)[O-])c1
0.2,i,i,CCOc1ccc(N2C(=O)CC(N3CCC(NC(=O)Nc4ccccc4)CC3)C2=O)cc1 (stereo not given)
1.2,i,i,CS(=O)(=O)c1ccc(C(=O)NCc2ccccc2F)cc1
-0.91,i,i,CSC1=C(C#N)C(c2sccc2C)CC(=O)N1 (stereo not given)
0,i,i,Cc1ccc(OCC(=O)O/N=C(\N)Cc2ccc([N+](=O)[O-])cc2)cc1C
0.33,i,i,COC(=O)CCCN=C1SCCN1Cc1ccccc1
-2.2,i,i,Cn1cccc1Cc1nnc(SCC(=O)NCc2ccco2)n1CCc1ccccc1
1.4,i,i,Cc1ccc(-c2nnc(-c3ccccc3)o2)cc1
-0.79,i,i,COc1ccc(NC(=O)CSc2nc3sc(C)cc3c(=O)n2C)cc1
0.35,i,i,CCOc1ccc(N2CC(C(=O)NCc3cccc(C)c3)CC2=O)cc1 (stereo not given)
-0.38,i,-6.7*,O=C(CCCc1nc2ccccc2s1)Nc1ccc(N2CCOCC2)cc1
1.4,i,i,O=C1CCc2cc(S(=O)(=O)Nc3ccc(F)cc3)cc3c2N1CC3
-0.19,i,i,COc1ccc(C(C)(C)C)cc1NC(=O)COC(=O)C(C)C
0.77,i,i,O=S(=O)(c1ccc(Cl)cc1)N1CCCC(C(F)(F)F)C1 (stereo not given)
-0.01,i,i,Cc1ccc(C(=O)Nc2ccc(NC(=O)c3ccc(C)o3)cc2)o1
1.8,i,i,C/C(CC(=O)NC(C)(C)C)=N\NC(=O)c1ccco1
0.16,i,i,COC(=O)c1cc(NC(=O)Cc2cc(OC)c(OC)c(OC)c2)cc(C(=O)OC)c1
0.99,i,i,CCN(CC)C(=O)COc1coc(CN2CCN(c3ccccc3)CC2)cc1=O
